Akt phos inh: Akt phosphorylation inhibition. hit rate 0.32% among 360,000. Neuro2A IGF-stimulated pAkt S473 HTRF, 20 min; stronger effect = lower value. activity change, % for hits at 50 µM; in the data active = activity change below about -80%; inconclusive = mostly about -51% to -80%; also: % is scaled to controls: 0 for no effect and ±100 for the full control effect
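Neuro2A cells in DMEM with 0.5% FBS, overnight at 37 deg C, given compound at single 50 µM final, then IGF (6 nM final) for 20 min at 37 deg C. Lysed; phospho-Akt Ser473 by HTRF after 24 h, 665/615 ratio.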
S2 tox: viability counter-screen for ATXN expression inhibitors; Potency, µM (titrated, usually from 56.7 µM), usual class: cytotoxic; hit rate 0.49% among 400,000; AID 651635; S2 cells (HEK-293 line with an ATXN2-luciferase reporter) viability, CellTiter-Fluor protease fluorescence, 24 h; also: potency is read from the fitted curve at half-maximal effect; nearly all actives have a fitted effect of over 40% in size
Nrf2 ARE act: activators of Nrf2 (ARE) signaling. AREc32 ARE-luciferase reporter (MCF7-derived line), luminescence, 24 h. Potency, µM (top dose mostly 46.1 µM), for the others: top-dose activation, hits mostly activators. hit rate 0.31% among 410,000. AID 624171; also: potency is read from the fitted curve at half-maximal effect; % of control where 0% means no effect; nearly all actives have a fitted effect of over 65% in size
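Nrf2 activation is followed as ARE-luciferase induction in the AREc32 line after one day of compound treatment; luminescence is read with Steady-Glo.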
A549 viability: A549 cytotoxicity, counter-screen for Nrf2 inhibitors. Potency, µM (series often up to 46 µM), for inactives: at the highest dose activity change, negative = cytotoxicity, usual class: inhibitors. A549 ARE-Fluc cells, CellTiter-Fluor viability, 18-24 h. hit rate 0.16% among 390,000; also: potency is read from the fitted curve at half-maximal effect; % is scaled to controls: 0 for no effect and ±100 for the full control effect
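Cytotoxicity counterscreen: CellTiter-Fluor fluorescence was measured in A549 ARE_Fluc cells after 18-24 h of compound exposure in a concentration series. The subsequent BugLite luminescent read reports ARE-luciferase activity.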
Nrf2 block: Nrf2 pathway inhibition. A549 ARE-Fluc reporter, luciferase luminescence, 18-24 h. Potency, µM (doses to about 46 µM), inactives show at the top dose activity change, negative = inhibition, hits mostly inhibitors. hit rate 2.1% among 360,000. AID 504444; also: potency is read from the fitted curve at half-maximal effect; % is scaled to controls: 0 for no effect and ±100 for the full control effect; nearly all actives have a fitted effect of over 60% in size
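Nrf2 activity is the BugLite luminescence, read 15 min after reagent at room temperature, following CellTiter-Fluor cytotoxicity readout (30 min, 37C). Compound titrations were applied for 18-24 h to 5000 A549 ARE_Fluc cells/well in 5% FBS OPTI-MEM.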
Mm-Cpn inhibitor: inhibitors of Methanococcus maripaludis chaperonin (MmCpn); hit rate 0.031% among 330,000; AID 504842; Potency, µM (titrated, usually from 76.9 µM), for inactives: at the highest dose activity, negative = inhibition, most hits filed as inhibitors; purified Mm-Cpn ATPase, ADP Transcreener TR-FRET; also: potency is read from the fitted curve at half-maximal effect; % is scaled to controls: 0 for no effect and ±100 for the full control effect; nearly all actives have a fitted effect of over 80% in size
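ATP (10 uM final) was added to archaeal chaperonin (25 nM final) after 10 min exposure to test compound at 37°C; after 30 min further incubation, ADP was detected by competitive TR-FRET.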
HepG2 tox: counter-screen for TGF-b inhibitors: cytotoxicity in HepG2 cells. HepG2 CAGA-GFP viability, ATP luminescence, 18 h. Potency, µM (doses to about 46.1 µM), inactives show top-dose activity change, negative = cytotoxicity, usual class: cytotoxic. hit rate 0.76% among 410,000; also: potency is read from the fitted curve at half-maximal effect; some results filed as inactive show a strong effect at the top dose
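HepG2 CAGA-GFP cells (1000/well, DMEM with 1% FBS) received compound, then TGF-beta at 500 pg/mL final, and were incubated 18 hours at 37 degrees C. Viability was read by CellTiter-Glo luminescence. Media-only wells were set as complete cell-killing and DMSO as no toxicity.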
CCT modulator: modulators of cytosolic chaperonin (CCT/TRiC) activity. activity change, % (no concentration beside the values), hits read low. purified chaperonin ATPase assay, HTRF ADP detection, 30 min. hit rate 0.3% among 360,000; in the data active = activity change below about -30%; also: % is scaled to controls: 0 for no effect and ±100 for the full control effect
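We incubate TRiC, 40 or 20 nM final, with library compounds at 76 uM and 10 uM ATP for 30 min at 37 °C. ADP formed is detected with Transcreener HTRF reagents after 30 min at room temperature.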
TGFb inhibitor: TGF-b pathway inhibition; HepG2 CAGA-GFP TGF-b/SMAD3 reporter, GFP fluorescence, 18 h; TGF-beta stimulated, 500 pg/mL final; Potency, µM (doses to about 46.1 µM), for the others: at the highest dose activity, negative = inhibition, usual class: inhibitors; hit rate 1.2% among 410,000; also: potency is read from the fitted curve at half-maximal effect; % is scaled to controls: 0 for no effect and ±100 for the full control effect; nearly all actives have a fitted effect of over 65% in size
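Per well, imaged GFP fluorescence of HEPG2 CAGA-GFP cells gives the signal; cells get compound, then TGF-beta (500 pg/mL final), 18 h at 37 degrees C; %Activity versus -TGF-beta and +DMSO controls.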
An asterisk follows results filed as active; i = inactive; ? = inconclusive; . = not tested or not shown; & = joins results of further samples. Unless noted, calls follow the shape of the dose curve; as a rule, active = well fitted curve in the direction sought with a large enough effect; inconclusive = small, poorly fitted or top-dose-only effect, or another doubt; inactive = no such curve, though single readings can be large; an effect the other way counts as inactive or inconclusive.

SMILES	Akt phos inh	S2 tox	Nrf2 ARE act	A549 viability	Nrf2 block	Mm-Cpn inhibitor	HepG2 tox	CCT modulator	TGFb inhibitor
Cc1c(C(=O)NC(=S)NCc2cccnc2)oc2ccccc12	i	i	0.2%	1%	8%	2%	7%	1.6	-2%
Cc1ccc(C(O)c2ncc(-c3ccccc3Cl)[nH]2)cc1F (stereo unspecified)	i	?	0.3%	.	.	.	-38%	-3.7	-25%
Cc1ccc(S(=O)(=O)c2c(C)cc(C)nc2Oc2cccc(C(F)(F)F)c2)cc1	i	i	0.5%	-2%	?	-2%	-1%	-1.3	0%
CC(=O)NC(c1cccs1)c1cc(Cl)c2ccccc2c1O (stereo unspecified)	.	i	9.0%	7%	5%	2%	-11%	.	?
COCCOC(=O)C1=C(C)N(c2ccccc2)C(=S)NC1c1ccccc1C(F)(F)F (stereo unspecified)	i	i	0.3%	-9%	?	-4%	11%	-3.0	7%
S=C(NC1CCCC1)N1CCN(c2ccc(Cl)cc2)CC1	i	i	2.3%	0%	-22%	1%	-26%	-4.5	-19%
CCOC(=O)C1=C(C)N(c2ccccc2)C(=O)/C1=C\c1ccco1	i	i	3.4%	-1%	-6%	1%	6%	-3.6	9%
CNc1nccc(-c2ccc(Cl)cc2)c1C#N	i	i	1.7%	4%	-15%	1%	-14%	-1.2	1%
C=CCC(CC=C)(NC(=O)c1ccccc1)c1ccccc1	i	i	-0.6%	-1%	12%	4%	6%	3.2	-4%
CN(C)CCCNc1nc2cc(-c3cnn(C)c3)sc2c(=O)n1C	i	i	4.4%	.	.	.	5%	-0.9	5%
COc1ccccc1OCC(=O)Nc1ccc(S(=O)(=O)N2CCOCC2)cc1	i	i	3.8%	0%	-6%	0%	-15%	0.9	0%
CCOC(=O)Cc1nnc(NC(=O)CSc2ccc(Cl)cc2)s1	i	i	-0.5%	8%	7%	-9%	8%	0.7	0%
Cc1ccc(N(C(=O)CCC(=O)Nc2nccs2)C(C(=O)NC(C)(C)C)c2ccc(O)cc2)cc1 (stereo unspecified)	i	i	0.0%	2%	-19%	-1%	-7%	-2.2	0%
Cc1ccc(-n2ccnc(NCc3ccccc3)c2=O)cc1C	.	i	4.7%	13%	0%	.	-11%	.	?
CCCCNC(c1ccccc1)c1ccncc1 (stereo unspecified)	i	i	-0.5%	-2%	5%	-4%	-32%	-2.6	0%

Molecules listed so far containing fluorine:
SMILES	Akt phos inh	S2 tox	Nrf2 ARE act	A549 viability	Nrf2 block	Mm-Cpn inhibitor	HepG2 tox	CCT modulator	TGFb inhibitor
Cc1ccc(C(O)c2ncc(-c3ccccc3Cl)[nH]2)cc1F (stereo unspecified)	i	?	0.3%	.	.	.	-38%	-3.7	-25%
Cc1ccc(S(=O)(=O)c2c(C)cc(C)nc2Oc2cccc(C(F)(F)F)c2)cc1	i	i	0.5%	-2%	?	-2%	-1%	-1.3	0%
COCCOC(=O)C1=C(C)N(c2ccccc2)C(=S)NC1c1ccccc1C(F)(F)F (stereo unspecified)	i	i	0.3%	-9%	?	-4%	11%	-3.0	7%

(next part)
SMILES	Akt phos inh	S2 tox	Nrf2 ARE act	A549 viability	Nrf2 block	Mm-Cpn inhibitor	HepG2 tox	CCT modulator	TGFb inhibitor
Cc1nn(C2CCS(=O)(=O)C2)c(C)c1CN(C)C(=O)c1ccccc1 (stereo unspecified)	i	i	-0.9%	0%	-4%	1%	-14%	1.0	-3%
COc1ccc(CCNC(=O)c2ccc(Nc3nc4ccccc4n4nnnc34)cc2)cc1OC	.	?	2.4%	-7%	?	.	-31%	.	0%
CN(C)C(=O)CN(c1ccc2c(c1)OCO2)S(C)(=O)=O	i	i	-1.2%	-1%	5%	1%	-1%	-1.1	-2%
Oc1ccc(NCc2ccccc2OCc2ccc(Cl)cc2)cc1	.	.	11%	11%	7%	.	13µM*	.	5.6µM*
C=CCNc1nc(-c2cccs2)c(CC(=O)O)s1	i	i	?	-2%	8%	-21%	-1%	-0.5	8%
Fc1ccc(Nc2c3c(nc4nncn24)CCC3)cc1	.	.	4.2%	2%	-1%	.	-1%	.	.
CC(C)OCCCn1c(=N)c(S(=O)(=O)c2ccccc2)cc2c(=O)n3ccccc3nc21	i	i	0.2%	-11%	-11%	-5%	5%	-1.6	28%
COc1ccc(/C=C2\CCn3c2nc2cc(C(=O)O)ccc2c3=O)cc1O	i	?	-0.3%	-5%	-19%	?	8%	-1.6	14%
Cn1c2c(c(=O)n(C)c1=O)C(c1ccccc1Cl)CC(=O)N2 (stereo unspecified)	i	i	-1.0%	-13%	?	-1%	-29%	-1.4	?
Cc1cccc(C(=O)Nc2ccc(-c3nc4ccccc4s3)c(C)c2)c1	.	i	13%	1%	.	.	-39%	.	?
CCN(CC)C(=O)CSc1nc(O)c(Cc2ccccc2)c(=O)n1-c1ccccc1	i	i	0.1%	-15%	-15%	2%	-4%	-0.9	-15%
c1ccc(-c2nc3cc4ccccc4cc3[nH]2)nc1	i	i	2.3%	?	?	4%	8.9µM*	1.3	-30%
COc1ccc(C2/C=C\CN(S(=O)(=O)c3cccs3)CC(=O)N2Cc2ccc(F)cc2)cc1 (stereo unspecified)	i	i	0.1%	-6%&-13%	-17%	-2%	-4%&-13%	0.6	-19%&-6%
Cc1ccc(NC(=O)[C@@H](C)NC(=O)[C@@H]2Cc3ccccc3CN2)cc1	i	i	0.4%	-3%	-8%	3%	4%	-1.5	29%
CCc1cc(=O)[nH]c(SCC(=O)Nc2cc(C)on2)n1	i	i	-0.1%	-1%	10%	-15%	1%	1.3	11%

Full records, quoted from the list. Order of screens: Akt phos inh, S2 tox, Nrf2 ARE act, A549 viability, Nrf2 block, Mm-Cpn inhibitor, HepG2 tox, CCT modulator, TGFb inhibitor
COc1ccc(C2/C=C\CN(S(=O)(=O)c3cccs3)CC(=O)N2Cc2ccc(F)cc2)cc1 (stereo unspecified) is entered as i, i, 0.1%, -6%&-13%, -17%, -2%, -4%&-13%, 0.6, -19%&-6%
COc1ccc(/C=C2\CCn3c2nc2cc(C(=O)O)ccc2c3=O)cc1O is entered as i, ?, -0.3%, -5%, -19%, ?, 8%, -1.6, 14%
C=CCNc1nc(-c2cccs2)c(CC(=O)O)s1 is entered as i, i, ?, -2%, 8%, -21%, -1%, -0.5, 8%
COc1ccc(CCNC(=O)c2ccc(Nc3nc4ccccc4n4nnnc34)cc2)cc1OC is entered as ., ?, 2.4%, -7%, ?, ., -31%, ., 0%
CC(C)OCCCn1c(=N)c(S(=O)(=O)c2ccccc2)cc2c(=O)n3ccccc3nc21 is entered as i, i, 0.2%, -11%, -11%, -5%, 5%, -1.6, 28%

The results go on.
SMILES	Akt phos inh	S2 tox	Nrf2 ARE act	A549 viability	Nrf2 block	Mm-Cpn inhibitor	HepG2 tox	CCT modulator	TGFb inhibitor
Nc1c(S(=O)(=O)O)cc(NC(=O)c2ccccc2)c2c1C(=O)c1ccccc1C2=O	i	i	-1.0%	-20%	-6%	-8%	-21%	-0.4	-4%
C=CCc1cc(OC)ccc1OCC(O)CN1CCN(c2ccc(OC)cc2)CC1 (stereo unspecified)	i	i	-0.6%&0.5%	-27%&-4%	?	0%&3%	-37%&-30%	-0.8&-0.3	?
Cn1c(=O)cc(SCC(=O)Nc2ccccn2)c2ccccc21	i	i	14%	-5%	15%	0%	-27%	-2.5	-13%
Cc1nnc(N(C)C(=O)c2ccccn2)s1	i	i	2.0%	0%	14%	1%	0%	-1.0	-11%
CC[C@]12c3[nH]c4ccc(OC)cc4c3CCN1C(=O)C(CC(=O)NCCCn1ccnc1)C[C@@H]2C(=O)N1CCN(C(=O)c2ccco2)CC1 (stereo partly specified)	i	i	0.3%	-1%	4%	0%	0%	-1.5	-18%
COc1ccc(C(CNC(=O)COc2ccccc2-c2ccccc2)N2CCOCC2)cc1 (stereo unspecified)	i	i	0.2%	2%	-7%	1%	-14%	0.8	-11%
c1csc(Cn2c(-c3cccs3)nc3ccccc32)c1	i	i	2.9%	-18%	?	-6%	-14%	-2.5	19%
COc1ccc(OCC(=O)N2CCN(C(=O)COc3ccc(Br)cc3)CC2)cc1	.	.	-0.8%	-5%	-1%	0%	-3%	-0.2	-11%
COc1cc([C@H]2OC[C@H]3[C@@H]2CO[C@@H]3c2ccc(O[C@H]3O[C@H](CO)[C@@H](O)[C@H](O)[C@H]3O)c(OC)c2)ccc1O[C@@H]1O[C@H](CO)[C@@H](O)[C@H](O)[C@H]1O	i	i	0.2%	12%	9%	2%	-17%	0.2	-4%
O=C(COC(=O)c1ccco1)NCC1CCCO1 (stereo unspecified)	i	i	-0.1%	11%	13%	-1%	0%	-0.3	17%
COc1ccc(-c2coc(CCC(=O)N3CCN(c4cc(C)ccc4C)CC3)n2)cc1	i	i	3.9%	2%	1%	0%	-4%	-3.9	?
Cc1cccc(CCNC(=O)C2CCCN(c3ncnc4c3nc3n4CCCCC3)C2)c1 (stereo unspecified)	i	i	0.3%	0%	-23%	1%	-22%	-0.7	-19%

Screens from PubChem BioAssay.
